DT40 TDP1 no CPT: qHTS for Inhibitors of human tyrosyl-DNA phosphodiesterase 1 (TDP1): qHTS in cells in absence of CPT; DT40 Tdp1-/- hTDP1 cells, no CPT, ATP luminescence, 48 h; Potency, µM (titrated, usually from 46.2 µM), for the others: top-dose activity change, negative = growth inhibition, actives largely listed as inhibitors; hit rate 15% among 420,000; also: nearly all actives have a fitted effect of over 55% in size
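A cellular qHTS used chicken DT40 cells lacking endogenous Tdp1 but carrying stably transfected human TDP1. Compounds were applied without camptothecin, and cell growth kinetics were judged by ATP-dependent luminescence after ≥48 hr.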
TDP1 cell CPT: growth inhibition of DT40 Tdp1-/-;hTDP1 cells with camptothecin (screen for TDP1 inhibitors) | hit rate 12% among 420,000 | AID 686979 | chicken DT40 Tdp1-/-;hTDP1 cells + 20 nM CPT, ATP luminescence, 48 h | Potency, µM (series often up to 46.2 µM), for inactives: at the top dose activity change, negative = growth inhibition, actives largely listed as inhibitors; also: nearly all actives have a fitted effect of over 55% in size
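Cell growth measured by CellTiter-Glo luminescence after a minimum 48 h, 37 C compound exposure with 20 nM CPT in Tdp1-knockout DT40 cells stably expressing hTDP1, seeded 400/well; qHTS titration format.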
GCN5L2 inh: inhibitors of human GCN5L2 histone acetyltransferase. GCN5L2 HAT assay, ThioGlo1 CoA-SH fluorescence. Potency, µM (series often up to 58.9 µM), inactives show top-dose activity change, negative = inhibition, hits mostly inhibitors. hit rate 0.21% among 390,000
Target sequence (Q92830 whole entry, looked up): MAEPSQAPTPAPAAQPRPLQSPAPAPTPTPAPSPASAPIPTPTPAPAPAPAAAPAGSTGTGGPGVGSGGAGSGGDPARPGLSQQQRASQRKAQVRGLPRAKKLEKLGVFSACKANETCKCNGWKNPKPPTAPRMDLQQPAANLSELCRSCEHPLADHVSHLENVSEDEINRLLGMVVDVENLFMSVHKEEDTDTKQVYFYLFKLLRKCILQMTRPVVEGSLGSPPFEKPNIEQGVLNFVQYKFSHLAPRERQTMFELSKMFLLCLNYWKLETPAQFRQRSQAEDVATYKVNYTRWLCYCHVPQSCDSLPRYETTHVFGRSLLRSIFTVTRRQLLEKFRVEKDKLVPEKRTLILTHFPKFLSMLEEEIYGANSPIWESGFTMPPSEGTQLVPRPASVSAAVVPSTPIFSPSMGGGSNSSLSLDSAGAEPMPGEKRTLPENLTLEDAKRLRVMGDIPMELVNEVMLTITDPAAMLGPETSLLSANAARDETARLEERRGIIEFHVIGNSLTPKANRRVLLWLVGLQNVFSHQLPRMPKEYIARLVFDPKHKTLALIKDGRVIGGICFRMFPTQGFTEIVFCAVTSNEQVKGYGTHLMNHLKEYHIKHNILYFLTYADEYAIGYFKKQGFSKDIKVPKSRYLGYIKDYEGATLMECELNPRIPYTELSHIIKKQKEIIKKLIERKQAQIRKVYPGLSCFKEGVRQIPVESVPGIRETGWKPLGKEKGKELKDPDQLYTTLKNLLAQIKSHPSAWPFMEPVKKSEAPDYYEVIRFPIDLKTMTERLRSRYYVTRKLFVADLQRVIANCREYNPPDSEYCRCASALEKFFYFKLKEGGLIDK
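Titration-based screen in which CoA formation is detected via maleimide probe ThioGlo1 (50uM) turning fluorescent on thiol reaction; substrates H3(1-25) 75uM and acetyl-CoA 70uM, GCN5L2 20nM, 20 min incubation at room temperature.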
* marks the source's active call; other numbers are inactive results; ? = inconclusive; nt = no result given; & = joins results of further samples; ! = repeats disagree. Calls follow the shape of the dose curve; as a rule, active = well fitted curve in the direction sought with a large enough effect; inconclusive = small, poorly fitted or top-dose-only effect, or another doubt; inactive = no such curve, though single readings can be large; an effect the other way counts as inactive or inconclusive. % is scaled to controls: 0 for no effect and ±100 for the full control effect; potency is read from the fitted curve at half-maximal effect. These rows are one share of the data; the hit share may differ from the screen's.

SMILES | DT40 TDP1 no CPT | TDP1 cell CPT | GCN5L2 inh
CCOc1ccc(NS(=O)(=O)c2ccc(C(=O)N(C)CCc3ccc(OC)c(OC)c3)cc2)cc1 | ? | ? | ?
COc1cc(OC)c(S(=O)(=O)N2CCOCC2)cc1S(=O)(=O)N1CCOCC1 | 16% | 10% | ?
COC(=O)c1c(NC(=O)COC(=O)CCc2ccc(S(=O)(=O)N3CCOCC3)cc2)sc2c1CCC2 | -27% | ? | -12%
C=C(C)Cn1c(SCC)nc2ccccc2c1=O | 10µM*! | ? | 1%
Cn1cccc1C(=O)N1CCC2(CC1)CN(C(c1ccccc1)c1ccccc1)C2 | 12µM* | ? | -20%
COc1ccccc1CNC(=O)C1CC2Cn3c(nc4cc(C)c(C)cc43)C2N1C (centres undefined) | -28% | -17% | -6%
CCOc1ccc(-n2cc(-c3ccccc3)c3c(Nc4cccc(F)c4)ncnc32)cc1 | -12% | 2% | 2%
CCNc1ncc2nc(-c3ccc(F)cc3)c(=O)n(C)c2n1 | -24% | ? | -4%
CSc1ccc(/C=C/c2ccnc3ccccc23)cc1 | -5% | 8% | nt
CCN(CC)c1ccc(CNc2nc3ccccc3n2C(C)C)cc1 | ? | ? | -2%
O=C(Nc1ccc(O)cc1)c1ccc(NC(=O)C2CCCO2)cc1 (centres undefined) | -3% | -17% | 0%
O=C(NCc1cccs1)C1CC(=O)N(c2ccc(F)cc2)C1 (centres undefined) | 8% | -3% | -8%
CCCc1nc2sc3c(c2c(=O)[nH]1)CCCC3 | ? | ? | -1%
CC(C)NC(=S)N/N=C/c1ccccc1[N+](=O)[O-] | ? | 5% | 0%
COC(=O)[C@@]1(Cc2ccc(F)cc2)[C@H]2c3cc(C(=O)N4CCCC4)n(CC4CC4)c3C[C@H]2CN1C(=O)c1ccccc1 | ? | ? | nt
COc1ccc(N2CCN(C(=O)c3ccc(OCC4CCCO4)cc3)CC2)cc1 (centres undefined) | -27% | -16% | -1%
Cc1ccc(NC(=O)CCC(=O)NNC(=O)c2cccs2)cc1C | 5% | -1% | -8%
Cc1ccccc1NC(=O)C(=O)c1cn(C)c2ccccc12 | 14% | -13% | -1%
Cc1cc(C(=O)NC(C)c2ccccc2)c2cc(F)ccc2n1 (centres undefined) | ? | -6% | -7%
CN(C)c1ncc2nc(-c3cccs3)c(=O)n(CCc3ccccc3)c2n1 | -17% | -24% | ?
O=C(c1cccnc1)N1CCN(S(=O)(=O)c2ccc(S(=O)(=O)N3CCCC3)cc2)CC1 | -11% | 3% | 0%
COc1ccc(Cl)cc1S(=O)(=O)N1CCN(c2ccc(F)cc2)CC1 | -26% | -14% | -6%
C/C(=N\NS(=O)(=O)c1c(C)cc(C)cc1C)c1ccncc1 | -16% | -23% | -20%
O=C(CSc1ccccc1)N[C@@H](Cc1ccccc1)C(=O)O | 1% | 1% | 1%
CCOC(=O)C1C(c2ccc(O)c(OC)c2)NC(=S)NC1(O)C(F)(F)F (centres undefined) | 1% | -5% | -5%

A few values from above.
`O=C(Nc1ccc(O)cc1)c1ccc(NC(=O)C2CCCO2)cc1` (centres undefined) – DT40 TDP1 no CPT = -3%
`Cc1cc(C(=O)NC(C)c2ccccc2)c2cc(F)ccc2n1` (centres undefined) – TDP1 cell CPT = -6%

(cont.)
SMILES | DT40 TDP1 no CPT | TDP1 cell CPT | GCN5L2 inh
CC(C)c1ccc(-c2nnn(CCC#N)n2)cc1 | 2% | 3% | -7%
COc1ccc(NC(=O)CSc2nnc3ccc(-c4ccccn4)nn23)cc1 | -25% | -23% | -1%
O=C1CC(=O)N(Cc2ccco2)C(=O)N1 | -1% | 6% | -17%
Cc1ccccc1NC(=O)c1c(NC(=O)c2cccs2)sc2c1CCC(C)C2 (centres undefined) | ? | -25% | -4%
O=C(Cc1cccc(NC(=O)C2CCCN(C(=O)C3CCCCC3)C2)c1)Nc1cccc(C(=O)N2CCCC2)c1 (centres undefined) | -15% | -27% | -4%
Cc1ccc(C)c(-n2cc(CNCCc3cnccn3)c(-c3ccccc3)n2)c1 | ? | ? | -1%
COc1cccc(-n2nnnc2S(C)(=O)=O)c1 | 2.6µM* | 2.1µM* | 0%
CCOc1cccc(CNCc2ccc(C(=O)O)cc2)c1 | 0% | 2% | 0%
CCOC(=O)C1(CCOC)CCN(C(=O)Cc2ccsc2)CC1 | 5% | 2% | 3%
CC1CCN(S(=O)(=O)c2ccc3[nH]c(=O)c(=O)[nH]c3c2)CC1 | 2% | 4% | ?
Cc1ccc(S(=O)(=O)N(CC(=O)c2ccccc2)C(=O)N2CCN(C)CC2)cc1 | -3% | ? | -2%
Cc1nc2ccc(NC(=O)Cc3ccsc3)cc2s1 | 13µM* | 16µM* | 0%
CC(C)(C)c1ccc(-c2nc(C#N)c(NCCCn3ccnc3)o2)cc1 | ? | ? | -12%
Cc1c(NS(=O)(=O)c2ccccc2)cc(C(C)C)c(O)c1S(=O)(=O)c1ccc(Cl)cc1 | 6% | ? | -14%
CC(NC(=O)Cc1ccc(-c2ccccc2)cc1)c1ccccc1 (centres undefined) | ? | 26µM* | 4%
O=C([C@@H]1CCCN1C(=O)c1cccs1)N1CCN(S(=O)(=O)c2cccc(F)c2)CC1 | 0% | -16% | -3%
Cn1cc(/C=C2\SC(=S)N(NC(=O)c3ccccc3Cl)C2=O)c2ccccc21 | -23% | 15% | -7%
COc1cc(/C=N/NC(N)=O)ccc1OCC(=O)N1C(C)CCCC1C (centres undefined) | -23% | 11% | -7%
COc1ccccc1/C=C/C=N/n1c(-c2ccco2)n[nH]c1=S | -9% | 8% | -2%
CC1=NN(C(N)=S)C(=O)C1N=Nc1ccc(Br)cc1 (centres undefined) | ? | 21µM* | -28%
CCN1C(=O)c2ccccc2Sc2ccc(NC(=O)COc3ccc(Cl)cc3)cc21 | 18µM* | 16µM* | -10%
COc1ccc(C=NNC(=S)NN=Cc2ccc(OC)c(OC)c2)cc1OC | 12µM* | 7.3µM* | nt
CCCC(=O)Oc1c(Sc2ccc(C)cc2)c(C)nn1-c1ccccc1 | -17% | -17% | -7%
Cc1ccc(-c2csc(NC(=O)c3c(C)noc3C)n2)s1 | 4.1µM* | 5.2µM* | -3%
Nc1nc(SCc2ccccc2)[nH]c(=O)c1-c1ccccc1 | -6% | -15% | 0%

One compound at a time (already shown):
Cc1nc2ccc(NC(=O)Cc3ccsc3)cc2s1 as listed: DT40 TDP1 no CPT: 13µM*; TDP1 cell CPT: 16µM*; GCN5L2 inh: 0%
COc1ccc(C=NNC(=S)NN=Cc2ccc(OC)c(OC)c2)cc1OC as listed: DT40 TDP1 no CPT: 12µM*; TDP1 cell CPT: 7.3µM*; GCN5L2 inh: nt

Not a retest: 2 of the compounds above.
SMILES | DT40 TDP1 no CPT | TDP1 cell CPT | GCN5L2 inh
Cc1ccc(-c2csc(NC(=O)c3c(C)noc3C)n2)s1 | 4.1µM* | 5.2µM* | -3%
Nc1nc(SCc2ccccc2)[nH]c(=O)c1-c1ccccc1 | -6% | -15% | 0%

(cont.)
SMILES | DT40 TDP1 no CPT | TDP1 cell CPT | GCN5L2 inh
CC1=C(C(=O)Nc2ccc(C)cc2C)C(c2ccc(Cl)cc2)n2nc(C(=O)OC(C)C)nc2N1 (centres undefined) | 16µM* | ? | 2%&-3%
Cc1ccc(SCC(=O)N2N=CCC2c2ccccc2)cc1 (centres undefined) | -29% | 0% | -6%
CCCN(CC(=O)Nc1ccccc1OC)C(=O)CCNC(=O)c1ccccc1OC | 3% | 0% | -7%
O=C(C[C@@H]1CC[C@H](NS(=O)(=O)c2ccccc2F)[C@@H](CO)O1)NCCCN1CCOCC1 | 3% | 7% | nt

Among those listed so far, 2 contain a COOH group:
SMILES | DT40 TDP1 no CPT | TDP1 cell CPT | GCN5L2 inh
O=C(CSc1ccccc1)N[C@@H](Cc1ccccc1)C(=O)O | 1% | 1% | 1%
CCOc1cccc(CNCc2ccc(C(=O)O)cc2)c1 | 0% | 2% | 0%

Source: PubChem BioAssay
